# AID2073 = disruptors of CaV2.2 binding to Mint1 – biochemical, HTRF (AID 2073); inhibition, % at 20 µM; hits with a dose series show IC50 in µM; actives 0.19% (n = 290,000); HTRF protein-protein interaction, Mint1-CaV2.2; higher % means a stronger effect; in the data active means inhibition mostly above about 51%, no sharp cut-off; inconclusive means no clear call, values can overlap the other calls; inactive means mostly below about 53%; further: some results filed as inactive read as strong as hits
# Rac1 GTP hydrolysis = MgcRacGAP GTPase-activating activity inhibitors, confirmation, biochemical, ADP Hunter fluorescence; MgcRacGAP-stimulated Rac1 GTP hydrolysis, ADP Hunter fluorescence; higher % means a stronger effect; GST-tagged Rac1 F28L mutant substrate; inhibition, % at 30 µM, or IC50 in µM where a hit was titrated; actives 0.6% (n = 340,000); AID 624330;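 active means first-screen hits whose inhibition reached a set limit at any dose in the follow-up dose series; inconclusive means inhibition above the set first-screen limit but never retested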;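 further: fluorescence reports GDP produced by GAP-driven GTP hydrolysis; strong numbers were not always called active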
# GPR55 activation = selective activators of receptor GPR55 – imaging, U2OS cells, beta-arrestin-GFP redistribution, primary screen (AID 1961); U2OS GPR55 beta-arrestin-GFP redistribution imaging; higher % means a stronger effect; actives 0.048% (n = 290,000); activation, % at 10 µM, or EC50 in µM where a hit was titrated;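 active means activation above 40% with more than 50 cells counted in the well; inconclusive means wells holding fewer than 50 cells, flagged as toxic or sparse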;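 further: U2OS osteosarcoma cells stably expressing GPR55 and beta-arrestin-GFP; plate controls were DMSO negative control for no effect and LPI positive control for full effect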
# NTR1 ag = NTR1-driven beta-arrestin-GFP spot formation – imaging, U2OS cells, high content, primary screen (AID 493036); agonist mode; activation, % at 20 µM; actives 0.17% (n = 330,000);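 active means activation at or above 40% of the spot to cytoplasm intensity ratio, with at least 20 cells analyzed; inconclusive means wells under 20 cells, flagged as cytotoxic or low count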;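 further: 0% = DMSO without peptide and 100% = 100 nM NTR1 peptide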
# Target sequence (P30989 whole entry, looked up): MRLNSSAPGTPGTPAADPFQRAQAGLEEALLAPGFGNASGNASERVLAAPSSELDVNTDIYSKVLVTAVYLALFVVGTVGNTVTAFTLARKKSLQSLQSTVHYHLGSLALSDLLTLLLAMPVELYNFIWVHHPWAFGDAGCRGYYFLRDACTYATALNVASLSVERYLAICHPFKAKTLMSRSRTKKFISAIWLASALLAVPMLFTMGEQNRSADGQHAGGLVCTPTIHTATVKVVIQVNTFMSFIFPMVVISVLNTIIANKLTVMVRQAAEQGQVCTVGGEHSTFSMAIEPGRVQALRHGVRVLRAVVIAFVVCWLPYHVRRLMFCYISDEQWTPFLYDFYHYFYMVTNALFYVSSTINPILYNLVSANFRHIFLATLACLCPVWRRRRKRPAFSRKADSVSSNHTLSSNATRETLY
# GPR35 arrestin U2OS = GPR35 antagonists blocking zaprinast-driven arrestin recruitment, primary screen, imaging, U2OS, beta-arrestin-GFP, zaprinast agonist (AID 2058). U2OS GPR35 beta-arrestin-GFP translocation imaging, zaprinast antagonism; higher % means a stronger effect. inhibition, % at 10 µM, or IC50 in µM where a hit was titrated. actives 0.052% (n = 290,000);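 active means inhibition of at least 50% with at least 30 cells and total cytoplasm GFP at most 10,000,000; inconclusive means under 30 cells or total GFP of 10,000,000 plus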
# Dengue-2 NS5 capping = flavivirus cap methylation enzyme inhibition – biochemical, confirmation dose response, primary screen (AID 588689); actives 0.3% (n = 340,000); inhibition, % at 25 µM; hits with a dose series show IC50 in µM; Dengue-2 NS5 methyltransferase capping enzyme assay, biochemical; higher % means a stronger effect; in the data active means a potency from the dose series; inconclusive means inhibition above about 29% without an active follow-up result
# GPR55 antagonists = inhibition of LPI-stimulated GPR55 beta-arrestin translocation – imaging, U2OS, beta-arrestin-GFP, LPI agonist, primary screen (AID 2013); one-dose inhibition, % at 10 µM; IC50 in µM for titrated hits; actives 0.13% (n = 290,000); U2OS GPR55 beta-arrestin-GFP translocation imaging, LPI antagonism; higher % means a stronger effect;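 active means spots per cell inhibited over 60%, with over 100 cells counted and total cytoplasm intensity under 500,000; inconclusive means wells with under 100 cells, flagged as likely toxic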;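 further: U2OS cells stably carrying GPR55 and arrestin-GFP stimulated by 5 µM LPI near EC80; imaged beta-arrestin-GFP aggregate spots per cell after agonist stimulation; plate controls were LPI-stimulated DMSO wells for no effect and DMSO wells without LPI for full effect; some results filed as inactive read as strong as hits; confirmed hits need IC50 under 10 µM and bright autofluorescent wells are also inconclusive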
# SV40 large T antigen = TAg ATPase/helicase activity blockers – biochemical (AID 1903). actives 0.39% (n = 310,000). SV40 large T antigen ATPase/helicase inhibition assay; higher % means a stronger effect. inhibition, % at 20 µM, or IC50 in µM where a hit was titrated; in the data active means a potency from the dose series; inconclusive means inhibition mostly from about 32% at the one dose, without a potency; inactive means the rest, 99 in 100 with inhibition below about 32%; further: strong numbers were not always called active
# Yfh1-depleted yeast = enhancers of respiration in Yfh1-depleted yeast, dose response, Friedreich's ataxia, plus single-dose screen (AID 1465) | actives 0.074% (n = 220,000) | S. cerevisiae Yfh1-off respiration, WST-1 reduction, 72 h; higher fold induction means a stronger effect | one-dose fold induction at 50 µM; EC50 in µM for titrated hits;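 active means fold induction of absorbance versus untreated yeast above a set limit, then at least 30% activation at any dose in follow-up; inconclusive means repeats straddling the limit, or above it without dose testing; inactive means fold induction below the set limit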;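 further: activators that raise dye reduction in frataxin-depleted yeast; strong numbers were not always called active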
# NTR1 ag cell count 20 µM = second read-out of NTR1 ag, no call of its own (marks repeat the call); cell count; measured here: cell count, cytotoxicity flag
# Active calls of the source: *; i = inactive; ? = inconclusive; nt = no result given.
Structure	AID2073	Rac1 GTP hydrolysis	GPR55 activation	NTR1 ag	NTR1 ag cell count 20 µM	GPR35 arrestin U2OS	Dengue-2 NS5 capping	GPR55 antagonists	SV40 large T antigen	Yfh1-depleted yeast
CC(=O)Nc1ccc(S(=O)(=O)N(C)CC(=O)OCC(=O)N2CC(C)OC(C)C2)cc1 (stereo not drawn)	nt	1%	nt	-0.3	54	nt	0%	nt	3%	nt
Nc1ccc(Nc2ccccc2)c(Cl)c1	-26%	17µM*	-0.1%	4.3	47	13%	6%	-14%	20%	i
N#C/C(=C\c1cn(CC(=O)N2CCCCC2)c2ccccc12)C(=O)NCc1ccc2c(c1)OCO2	14%	8%	0.2%	-2.1	59	1%	-4%	-2%	9%	i
Cn1c(=O)c2cc(S(=O)(=O)NCCC(=O)Nc3ccccc3F)ccc2n(C)c1=O	-2%	1%	-0.1%	-0.3	76	15%	-13%	5%	-2%	i
Cc1ccc(C(=O)C2=C(O)C(=O)N(Cc3ccco3)C2c2ccc(N(C)C)cc2)o1 (stereo not drawn)	11%	3%	-0.1%	-0.6	51	0%	-1%	-13%	-1%	nt
C=CCc1c(C)nn(CC(=O)O)c1-c1ccccc1	-9%	3%	0.1%	0.7	50	-4%	-1%	-2%	0%	i
CC(=O)Nc1ccc(SCC(=O)N(C)C2CCS(=O)(=O)C2)cc1 (stereo not drawn)	-2%	-2%	0.6%	0.2	45	-1%	-3%	-6%	21%	i
Cc1cc(=O)oc2c3c(cc(OCC(=O)N4CCC(C(=O)O)CC4)c12)OC(C)(C)CC3	?	5%	-0.2%	-2.4	89	-4%	-1%	-8%	2%	nt
CC(C)(C)c1ccc(-c2nnc(SC3CCOC3=O)n2Cc2ccccc2)cc1 (stereo not drawn)	-6%	5%	1.1%	22	75	2%	-4%	33%	14%	i
CS(=O)(=O)N1CCN(c2ccccc2NC(=O)c2cccnc2Cl)CC1	0%	11%	-0.1%	0.1	48	16%	-1%	9%	7%	i
Cc1cccc(CC(=O)NCCN2CCOCC2)c1	-2%	12%	-0.1%	1.1	55	-10%	-4%	6%	2%	nt
CC(C)CC(C(=O)NC(C)(C)C)N(CC1CCCO1)C(=O)c1snc(C(N)=O)c1N (stereo not drawn)	-7%	-2%	-0.2%	2.7	32	18%	2%	-5%	24%	i
COc1nc(-c2ccccc2)ccc1-c1noc(COc2ccccc2)n1	5%	5%	-0.1%	-0.3	75	5%	-11%	1%	6%	i
CN(Cc1ccon1)Cc1cn(C)nc1-c1cccc(Cl)c1	-20%	7%	-0.1%	0.1	58	12%	-1%	-1%	-5%	i
Fc1ccccc1N=C1Nc2cccc3cccc1c23	-10%	3%	-0.1%	0.0	80	6%	4%	6%	13%	i
Cc1ccc(C(=O)OC(C)C(=O)Nc2ccc(S(N)(=O)=O)cc2)cc1S(=O)(=O)N1CCOCC1 (stereo not drawn)	nt	3%	nt	-0.1	62	nt	-8%	nt	8%	nt
O=C(Nc1cc([N+](=O)[O-])ccc1F)c1ccc2ccccc2c1	0%	0%	-0.2%	3.6	74	3%	-8%	-4%	9%	nt
Cc1cc(C)c2[nH]c(=O)c(C(c3nnnn3Cc3ccc4c(c3)OCO4)N3CCCC3)cc2c1 (stereo not drawn)	38%	0%	-0.2%	1.1	48	-11%	-1%	11%	17%	i
COc1cccc2c1OC[C@@H](CO)[C@H]2N(C)C(=O)Nc1ccccc1	6%	6%	-0.2%	-3.4	43	6%	-1%	19%	3%	i
N=c1n(CCN2CCCCC2)c2ccccc2n1CC(=O)c1cccc([N+](=O)[O-])c1	3%	15%	0.6%	1.1	74	2%	-7%	-8%	11%	nt
c1csc(-c2nn3c(C4COc5ccccc5O4)nnc3s2)c1 (stereo not drawn)	-4%	8%	-0.2%	7.3	46	10%	-2%	5%	18%	i
O=C(c1cnsn1)N1CCN(c2ccccn2)CC1	2%	8%	-0.1%	-2.1	57	1%	0%	-18%	0%	i
CC(C)c1ccc(NC(=O)CCCN2C(=S)NC(C)(C)CC2C)cc1 (stereo not drawn)	-19%	-3%	-0.4%	0.7	60	14%	0%	-6%	7%	i
Cc1ccccc1NC(=S)NCC(c1cccnc1)N1CCOCC1 (stereo not drawn)	-7%	11%	-0.2%	-0.5	46	-2%	-2%	-2%	18%	i
CCn1c(C)nc2cc(C(=O)N/N=C/c3ccc(OC)c(O)c3)ccc21	-2%	80µM*	0.0%	0.4	75	-2%	-8%	-33%	4.8µM*	i
CCOC(=O)C1=NN(c2ccc(C)cc2)C2(S1)SC(C(C)=O)=C(C)N2c1ccccc1 (stereo not drawn)	-16%	4%	-0.1%	-0.7	92	3%	-6%	-3%	-7%	i
COC(=O)CN1C(=O)N/C(=C/c2cc(OC)c(OC)cc2C)C1=O	13%	6%	-0.1%	0.8	44	-2%	-5%	-6%	-6%	i
Clc1ccc(OCCn2cnc3ccccc32)cc1	5%	7%	-0.1%	1.3	62	5%	-10%	15%	8%	i
O=C(CN1C(=O)CCC1=O)Nc1ccc2c3c(cccc13)CC2	-4%	2%	0.7%	0.4	39	9%	-3%	-2%	4%	i
COc1ccc(C2CC(c3ccccc3)=NN2C(=O)COC(=O)C2(C)CC2(Cl)Cl)cc1 (stereo not drawn)	19%	5%	0.7%	5.7	69	0%	nt	-2%	4%	i
COc1cc(/C=C/C(=O)OCC(=O)Nc2cc(S(=O)(=O)N3CCCCC3)ccc2C)ccc1O	4%	68µM*	-0.1%	5.2	80	4%	-5%	7%	28%	i
c1ccc2c(c1)ccc1nnc(-c3ccc4c(c3)OCO4)n12	11%	1%	-0.1%	2.2	40	9%	9%	-11%	4%	i
O=C(NCc1nc(-c2ccccc2)no1)Nc1ccc(F)cc1	-5%	8%	-0.1%	-2.0	64	-14%	-5%	5%	4%	i
C/C(=C\C(=O)c1ccc(F)cc1)Nc1ccc(N2CCOCC2)cc1	-11%	15%	0.6%	0.2	98	-14%	6%	-4%	1%	i
Cc1oncc1C(=S)Nc1ccccc1	-1%	7%	-0.3%	0.4	56	5%	-3%	-2%	3%	i
Nc1[nH]nc2nc(NCc3ccccc3)c3c(c12)CCN(Cc1ccccc1)C3	0%	3%	-0.2%	0.8	57	-11%	-4%	-16%	?	nt
O=C(Nc1cc2nn(-c3ccccc3)nc2cc1Cl)c1ccco1	28%	7%	-0.1%	0.1	68	-6%	-1%	-1%	2%	i
CCOC(=O)c1c(S(=O)(=O)NCC(=O)Nc2ccccc2F)c(C)n(C)c1C	14%	-2%	-0.1%	0.6	58	1%	-4%	5%	5%	nt
O=C(N[C@H](CO)[C@H](O)c1ccc([N+](=O)[O-])cc1)C(Cl)Cl	nt	3%	nt	-1.8	76	nt	-7%	nt	-1%	i
COc1ccc(CN(C)C(=O)CNC(=O)Cc2cccc3ccccc23)c(OC)c1OC	42%	5%	0.0%	-0.4	65	-4%	-2%	-13%	-4%	nt
CCC1Sc2ccc(S(=O)(=O)CCC(=O)Nc3ccccc3Br)cc2NC1=O (stereo not drawn)	18%	12%	-0.2%	-0.5	43	-14%	-6%	8%	17%	nt
CN(C)c1nc(OCCNC(=O)COc2ccc(Cl)cc2Cl)nc(N2CCOCC2)n1	-5%	10%	0.2%	2.2	84	-10%	-5%	7%	-2%	i
CCOC(=O)c1ccc(NC(=O)CSc2nc(C)nc3c2c(=O)n(C)c(=O)n3C)cc1	2%	3%	-0.2%	2.6	91	2%	-1%	6%	5%	i
Cc1ccc(-n2nc(C)c(/C=N/NC(=O)c3cccnc3)c2Cl)cc1	-1%	8%	-0.1%	-1.5	66	-17%	0%	15%	10%	i
Cc1cccc(C(=O)Oc2ccccc2-c2nnco2)c1	-1%	-4%	-0.2%	-0.4	37	3%	-5%	7%	-1%	i
CCC(C)(C)C1CCc2c(sc(N)c2C(N)=O)C1 (stereo not drawn)	-1%	7%	0.0%	4.2	55	-12%	5%	1%	9%	i
COc1ccc(NC(=O)CCSc2nnc(C)s2)cc1	-5%	1%	0.5%	-1.0	83	1%	-6%	-9%	11%	i
CCN1CCN(C(=O)Cn2cnc3sc(C)c(S(=O)(=O)N4CCN(c5ncccn5)CC4)c3c2=O)CC1	-5%	7%	0.0%	-0.9	54	-9%	-2%	10%	3%	i
O=C(/C=C/c1ccc2c(c1)OCCO2)c1ccccc1	10%	nt	-0.1%	1.5	44	16%	nt	8%	16%	i
Nc1cccc(/C=C/C(=O)O)c1	14%	7%	0.3%	-0.3	59	-3%	-3%	-13%	16%	i

# Next section
Structure	AID2073	Rac1 GTP hydrolysis	GPR55 activation	NTR1 ag	NTR1 ag cell count 20 µM	GPR35 arrestin U2OS	Dengue-2 NS5 capping	GPR55 antagonists	SV40 large T antigen	Yfh1-depleted yeast
COC(=O)c1cc(NC(=O)c2ccc([N+](=O)[O-])cc2)c(=O)oc1C	6%	1%	-0.1%	0.2	64	4%	0%	5%	19%	i
Cc1ccccc1OCc1nnc(SC(C)C(=O)O)n1Cc1ccccc1 (stereo not drawn)	-1%	3%	-0.1%	1.2	31	-4%	5%	5%	3%	i
CC(C)NC(=O)CSc1nc(N)c(NC(=O)c2ccccc2F)c(=O)[nH]1	-7%	6%	-0.2%	2.1	66	5%	-1%	9%	5%	i
COc1cc(OC)cc(C(=O)N/N=C2/SCC(=O)N2Cc2ccco2)c1	4%	6%	0.2%	-0.1	62	-5%	-11%	2%	-10%	i
CCOc1cc(S(=O)(=O)n2nc(C)cc2C)ccc1F	-3%	6%	0.2%	-1.6	86	2%	2%	-4%	5%	i
CCCCCN(C(=O)NC(=O)Nn1cnnc1)S(C)(=O)=O	-8%	0%	-0.2%	0.6	61	7%	-2%	1%	4%	i
CCOC(=O)c1sc(NC(=O)C(CC)Sc2nnc3c4ccccc4n(C(C)C)c3n2)nc1C (stereo not drawn)	0%	3%	-0.1%	nt	nt	-6%	-1%	6%	1%	i
COC(=O)C1CCN(C(=O)COC(=O)C2CCN(S(=O)(=O)c3ccc(C)c(C)c3)CC2)CC1	nt	4%	nt	-0.3	74	nt	-2%	nt	8%	nt
CN(C)C(=O)C[n+]1cccc(/C=N/O)c1	-1%	4%	-0.1%	-1.4	79	29%	nt	0%	18%	i

# High-throughput results (PubChem BioAssay)

# Rows were taken by chance; overall some 1.7% were active at least once.
